High-throughput results (PubChem BioAssay)
PfHsp90 yeast 2: reduces growth (ATP signal) of yeast expressing P. falciparum Hsp90; S. cerevisiae expressing PfHsp90, BacTiter-Glo ATP, 48 h; yeast lacking PDR1 and PDR3 efflux regulators; inhibition, % at 9.4 µM; hit rate 0.32% among 310,000; AID 504621;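 active means every replicate shows inhibition above about 80%, whatever the replicate mean, limit read from the data; inconclusive means mean inhibition reaches the set limit but some replicate falls short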;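 further: 0% = DMSO neutral controls and 100% = 20 µM radicicol positive controls; yeast relying on Plasmodium falciparum Hsp90 in place of its own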
NSD2 inh: inhibitors of human histone methyltransferase NSD2 | O96028 | NSD2 peptide methylation, AlphaScreen, 120 min | inhibition, % at 12.5 µM | hit rate 0.54% among 310,000 | AID 743445; in the data active means inhibition above about 50%
PvdQ acylase: P. aeruginosa PvdQ acylase inhibition; inhibition, % at 10 µM; AID 488965; hit rate 0.063% among 340,000; purified PvdQ acylase, fluorescence plate reader; in the data active means inhibition above about 30%, passing the limit was not always enough; inconclusive means no clear call, values can overlap the other calls;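 further: 0% = vehicle neutral wells and 100% = reference inhibitor wells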
Rtt109 Vps75: C. albicans Rtt109 histone acetyltransferase inhibition; Q5AAJ8; purified Rtt109/Vps75, ThioGlo CoA-SH fluorescence, 4 h; inhibition, % at 34.9 µM; hit rate 0.16% among 330,000;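 active means inhibition of at least 50% in every replicate; inconclusive means best replicate reaches 50% inhibition but some replicates fall short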
CAL PDZ FP-1: CAL PDZ (human) peptide binding inhibition | Q9HD26 | AID 602252 | hit rate 0.92% among 300,000 | purified CAL PDZ, TMR-peptide fluorescence polarization, 1 h | inhibition, % at 24.9 µM;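 active means mean inhibition of at least 30% with at least half of replicates also reaching 30%; inconclusive means no clear call, values can overlap the other calls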;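 further: 0% = DMSO neutral control and 100% = excess unlabeled competitor peptide PRC23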
dFosB activator: mouse delta FosB homodimer activation. activation, % at 25 µM. hit rate 0.99% among 340,000. purified delta FosB, TAMRA-CDK5 oligo fluorescence polarization; percent of positive-control signal above neutral wells;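 active means mean activation above about 17%, with every replicate also reaching it, limit read from the data, passing the limit was not always enough; inconclusive means only one of the two conditions met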;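 further: fluorescence polarization rise as delta FosB binds a TAMRA Cdk5 AP-1 oligo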
Target sequence (P13346 whole entry, looked up): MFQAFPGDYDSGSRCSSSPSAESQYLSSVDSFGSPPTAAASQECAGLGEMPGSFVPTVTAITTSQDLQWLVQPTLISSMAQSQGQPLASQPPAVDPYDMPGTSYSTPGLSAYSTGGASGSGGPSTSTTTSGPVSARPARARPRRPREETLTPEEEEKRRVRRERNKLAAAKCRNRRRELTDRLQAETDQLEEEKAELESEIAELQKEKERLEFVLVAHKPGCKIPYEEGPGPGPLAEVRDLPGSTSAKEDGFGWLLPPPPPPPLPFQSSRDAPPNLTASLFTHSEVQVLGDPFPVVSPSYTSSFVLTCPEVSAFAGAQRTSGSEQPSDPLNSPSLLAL
MITF TRPM1 HTS: activators of MITF-driven TRPM1 promoter activity in SK-MEL-5 cells. SK-MEL-5 TRPM1-promoter luciferase, 24 h; % of positive control, neutral wells = 0. activation, % at 12.5 µM. hit rate 0.75% among 300,000. AID 588334;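 active means mean activation of at least 80% with every replicate also reaching 80%; inconclusive means mean reaches 80% but some replicate falls short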;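 further: 0% = neutral control wells and 100% = parthenolide positive control wells; values of inactives mirror those of a sister screen read the other way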
SR-BI HDL uptake: mouse SR-BI HDL lipid transfer inhibition | ldlA[mSR-BI] CHO cells, DiI-HDL uptake fluorescence, 3 h | hit rate 0.96% among 320,000 | Q61009 | inhibition, % at 12.5 µM | AID 488896;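 active means mean replicate inhibition of at least 70% and a set share of replicates each scoring 70 or more; inconclusive means meets just one of the two criteria; inactive means fails both criteria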;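 further: 0% = median of neutral control wells and 100% = median of positive control wells; values of inactives mirror those of a sister screen read the other way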
Target sequence (Q61009 whole entry, looked up): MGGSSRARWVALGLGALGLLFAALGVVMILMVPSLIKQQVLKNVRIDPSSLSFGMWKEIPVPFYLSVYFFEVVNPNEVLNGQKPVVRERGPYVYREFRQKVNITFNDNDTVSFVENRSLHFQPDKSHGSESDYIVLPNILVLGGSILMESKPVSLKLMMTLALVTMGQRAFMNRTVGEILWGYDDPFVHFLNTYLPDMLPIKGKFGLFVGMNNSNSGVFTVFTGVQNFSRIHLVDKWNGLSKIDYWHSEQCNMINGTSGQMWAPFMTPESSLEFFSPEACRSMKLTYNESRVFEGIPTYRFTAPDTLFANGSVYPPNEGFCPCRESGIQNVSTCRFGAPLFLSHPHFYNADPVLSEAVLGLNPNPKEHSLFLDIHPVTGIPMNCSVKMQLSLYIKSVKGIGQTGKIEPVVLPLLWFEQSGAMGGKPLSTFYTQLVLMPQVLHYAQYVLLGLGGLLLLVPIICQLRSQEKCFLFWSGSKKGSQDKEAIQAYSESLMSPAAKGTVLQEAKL
CAL PDZ FP-2: human CAL PDZ-peptide interaction inhibition | hit rate 0.02% among 330,000 | AID 504414 | inhibition, % at 20 µM | purified CAL PDZ, TMR-peptide fluorescence polarization, 1 h;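 active means highest replicate inhibition of at least 40%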;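 further: plate controls were DMSO neutral control wells for no effect and unlabeled competitor peptide control wells for full effect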
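Control set: unlabelled peptide and DMSO controls / Material: purified CerCALP PDZ construct / Timing: 1 h incubation at room temperature before polarization reading / Doses: 20 µM, one dose / Detection: fluorescence polarization (mP)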
SR-BI DiI-HDL act: SR-BI HDL lipid transfer activation. CHO ldlA[mSR-BI] cells, DiI-HDL uptake fluorescence, 3 h; 100 = double the neutral-control signal. activation, % at 12.5 µM. hit rate 0.096% among 320,000;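 active means mean replicate activation of at least 60% and every replicate at or above 60%; inconclusive means mean or all-replicate condition met, but not both; inactive means mean below 60% and not all replicates reaching 60%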;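 further: 0% = median plate neutral-control signal and 100% = twice that signal; values of inactives mirror those of a sister screen read the other way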
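Assay system: CHO ldlA[mSR-BI] cells, LDL receptor-null, SR-BI overexpressing; medium: Ham's F12 with 0.5% BSA, HEPES 25 mM, pH 7.4; also added: DiI-HDL 10 µg/mL; timing: 3 h uptake period with compound, 37 °C; signal: DiI fluorescence, bottom read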
Starred values were filed as active, the others as inactive; ? = inconclusive; . = not tested or not shown.

SMILES	PfHsp90 yeast 2	NSD2 inh	PvdQ acylase	Rtt109 Vps75	CAL PDZ FP-1	dFosB activator	MITF TRPM1 HTS	SR-BI HDL uptake	CAL PDZ FP-2	SR-BI DiI-HDL act
O=C(Nc1ccc(S(=O)(=O)N2CCCC2)cc1)c1ccc(Br)o1	26	-9	-5	5	-4	3	0	0	-2.6	0
CCCOc1cc(N)ccc1C(=O)OCCN(CC)CC	-7	.	-4	13	-5	-15	-7	10	-0.1	-10
Cc1ccc(Cn2c(NC(=O)c3ccco3)nc3ccccc32)cc1	0	.	-8	-7	-3	2	-17	-10	0.6	10
Cc1ccc(-n2c(=S)[nH]c3sc4c(c3c2=O)CCc2ccccc2-4)cc1	-18	3	-15	5	-20	-6	-16	-5	-1.2	5
Cc1ccc(S(=O)(=O)N2CCN(S(=O)(=O)N3CCCCCC3)CC2)cc1	-11	1	4	4	-2	-18	-1	-15	0.0	15
COc1cc(NC(=S)NCCCN2CCOCC2)c(OC)cc1Cl	-6	-1	-10	.	2	-2	-3	1	-2.8	-1
C[C@H](CO)N1C[C@H](C)[C@@H](CN(C)S(=O)(=O)c2cccs2)Oc2c(NS(=O)(=O)c3ccccc3)cccc2C1=O	-20	.	-10	-22	5	-3	3	-17	-1.4	17
Cc1ccc(NC(=O)Nc2ccc3c(c2)OCO3)cc1F	-5	-1	-10	-3	.	-4	126*	.	0.1	.
Cc1ccc(NC(=O)Cc2cn(C)c3ccccc23)cc1F	-1	4	10	.	-5	1	-20	6	-4.3	-6
O=C1C(C=NCc2ccco2)=C(O)c2ccccc21	8	3	16	7	-1	1	18	-3	0.2	3
CN(Cc1ccccc1)C(=O)CNC(=O)Cn1cnc2ccccc2c1=O	-2	6	4	2	-5	5	1	1	-0.1	-1
O=C(CCn1c(=O)oc2ccccc21)NCCN1CCOCC1	10	.	3	-3	.	7	.	-8	1.5	8
NC(=O)Nc1ccc(C(=O)OCC(=O)Nc2sccc2C(N)=O)cc1	-17	.	7	2	-9	17*	8	6	-3.8	-6
Nn1c(Nc2ccccc2)nc2sc3c(c2c1=O)CCCC3	8	-7	18	-2	-4	-7	9	23	-0.4	-23
Cc1ccc(C2C3=C(CCCC3=O)Nc3[nH]c(=S)[nH]c(=O)c32)cc1 (configuration not stated)	7	1	-5	-3	-3	-5	.	-4	0.9	4
COc1ccc(CCNS(=O)(=O)CCNC(=O)c2ccc3c(c2)OCO3)cc1OC	-17	0	-7	4	0	3	0	-14	-1.0	14
Cc1ccccc1C1CC(=O)Oc2cc(O)ccc21 (configuration not stated)	-8	.	-2	-2	-3	-82	9	-9	-0.4	9
CCCNC(=O)Cn1cnc2sc(C(=O)Nc3ccc4c(c3)OCO4)c(C)c2c1=O	-11	3	-8	-2	-3	0	26	24	.	-24
[C-]#[N+][C@H](O[C@@H]1O[C@H](CO)[C@@H](O)[C@H](O)[C@H]1O)c1ccccc1	9	.	-15	-2	3	1	.	-7	-0.5	7
COC(=O)[C@@]12CCCN1[C@H](c1ccc(-c3cccc(Cl)c3)cc1)[C@H]1C(=O)N(C)C(=O)[C@H]12	8	.	-12	-1	-3	4	-13	13	-0.9	-13
CCCn1c(SCC(=O)NC2CCCC2)nnc1-c1cccnc1	-41	5	-1	-10	2	-5	-3	-6	-2.2	6
O=S(=O)(Cc1ccccc1)Oc1ccccc1	-8	-4	-14	-11	-3	5	11	2	-0.7	-2
CNc1nc(C)nc(N/N=C/c2ccccc2)n1	-38	-3	-13	4	.	-9	12	-16	-0.5	16
CCCc1c(C)c2ccccc2[nH]c1=O	-4	1	5	6	-2	-1	-1	4	-1.7	-4
O=C1CC(SCc2nc3ccccc3[nH]2)C(=O)N1c1ccc(Cl)cc1 (configuration not stated)	7	0	-11	1	-2	-4	0	-1	-0.9	1
CCOC(=O)c1[nH]c(C)c(CCC(=O)OC)c1C	.	-2	-12	-7	-1	4	.	15	-0.9	-15
N#C/C(=C/c1cn(CC(=O)O)c2ccccc12)C(=O)NCc1ccccc1	1	2	8	-2	-8	-5	4	-11	.	11
Clc1ccc(CSc2nnc(/C=C/c3ccccc3)o2)cc1	10	0	-7	-2	3	-2	0	-15	-0.2	15
c1ccc(C2Oc3ccccc3C3CC(c4cccs4)=NN32)cc1 (configuration not stated)	4	3	-3	-5	-4	-5	8	5	-0.5	-5
O=C(Nc1ccc2nn(-c3ccccc3)nc2c1)c1cccs1	-11	1	5	-7	-2	3	?	51	-3.3	-51
O=C(NCc1ccc2c(c1)OCO2)C12CC3CC(CC(C3)C1)C2	-15	-2	-16	1	.	-1	2	-10	-1.7	10
CCN(C[C@H]1N[C@@](CC)(C(=O)OC)[C@H]2C(=O)N(Cc3ccccc3)C(=O)[C@@H]12)S(=O)(=O)c1ccc(C(C)(C)C)cc1	1	.	3	-1	-3	12	5	9	-0.1	-9
CCOc1ccccc1NC(=O)c1nc(S(=O)(=O)Cc2cccc(C)c2)ncc1Cl	-35	1	12	-2	-1	6	-93	30	-2.0	-30
O=C(NCC(=O)N1CCCC(C(F)(F)F)C1)c1ccccc1Br (configuration not stated)	.	-3	7	10	-4	1	-4	-11	-3.6	11
CCOc1ccc(NC(=O)N(CCN(C)C)C(C)c2cccnc2)cc1 (configuration not stated)	-5	1	-2	-9	-3	0	-2	.	-0.5	.
O=c1cc(O)nc(SCc2ccccc2)[nH]1	8	0	-15	7	0	4	.	-10	0.7	10

Compound profiles, as listed above. Order of screens: PfHsp90 yeast 2, NSD2 inh, PvdQ acylase, Rtt109 Vps75, CAL PDZ FP-1, dFosB activator, MITF TRPM1 HTS, SR-BI HDL uptake, CAL PDZ FP-2, SR-BI DiI-HDL act
O=C(Nc1ccc2nn(-c3ccccc3)nc2c1)c1cccs1 as listed: -11, 1, 5, -7, -2, 3, ?, 51, -3.3, -51
O=C(NCc1ccc2c(c1)OCO2)C12CC3CC(CC(C3)C1)C2 as listed: -15, -2, -16, 1, ., -1, 2, -10, -1.7, 10

(next part)
SMILES	PfHsp90 yeast 2	NSD2 inh	PvdQ acylase	Rtt109 Vps75	CAL PDZ FP-1	dFosB activator	MITF TRPM1 HTS	SR-BI HDL uptake	CAL PDZ FP-2	SR-BI DiI-HDL act
CCOC(=O)Nc1ccccc1C(=O)Nc1cc(C)cc(C)c1	-87	.	-6	10	.	-11	-10	40	-1.6	-40
Cc1cc(NC(=O)C(C)SCC(=O)Nc2cc(C(F)(F)F)ccc2N2CCCCC2)no1 (configuration not stated)	29	2	-13	1	-2	-13	1	25	-3.7	-25
O=C(Nc1ccccc1NC(=O)c1c(F)cccc1F)c1c(F)cccc1F	4	0	-14	6	-2	-3	7	13	1.1	-13
Cc1ccc(N2C(=O)CC(Nc3ccc(Cl)c(S(=O)(=O)N(C)C)c3)C2=O)c(C)c1 (configuration not stated)	11	5	-6	-2	.	-13	-9	33	-1.0	-33
Cc1ccc(/C=C/C(=O)OCC(=O)Nc2ccccc2Sc2ccccc2)cc1	15	-2	7	14	-3	-5	-1	-15	-2.2	15
Cc1c(NC(=S)NC(=O)c2cccc3ccccc23)cccc1C(=O)O	-4	-3	-7	-3	-4	-6	12	5	0.8	-5
Cc1oc(-c2ccccc2F)nc1CS(=O)(=O)CC(=O)N1CCN(Cc2ccccc2)CC1	1	.	5	-8	.	-6	-7	-16	-0.3	16
COc1ccccc1C(=O)N/N=C1/NC(=O)CC(C(=O)Nc2ccccc2)S1 (configuration not stated)	-29	-2	-11	-1	2	-2	-7	-15	0.1	15
O=C1CCCc2c1cc(-c1ccccc1)n2-c1ccccc1	5	5	-18	6	-2	-7	-17	10	.	-10
COC(=O)C1=C(C(=O)OC)[C@@H]2N(C)c3ccccc3[C@@]23C[C@@H](C(=O)OC)N(C(=O)c2cccs2)C3=N1	-21	.	-11	5	-4	2	-2	2	-0.1	-2
O=C(CSc1nc2c(c(=O)n1-c1ccc(F)cc1)SCC2)N1CCCC1	-11	.	-10	-8	.	0	-9	18	-0.8	-18
COc1ccc(C2=Nn3c(nnc3-c3ccccc3F)SC2)cc1OCC1CC1	-1	.	2	16	-6	0	-15	-12	-6.9	12
COc1cccc(C2=CC(=O)C[C@H](c3ccc(F)cc3)C2)c1OC	-12	.	-14	1	-2	-3	15	6	-0.8	-6
CSc1cccc(NC(=O)CC2Oc3ccccc3NC2=O)c1 (configuration not stated)	-3	1	-9	.	-7	37*	-19	20	0.2	-20
Cc1ccccc1NN1C(=O)C=CC1=O	7	11	9	0	-3	1	-7	-14	-0.4	14
Brc1cc2c(cc1C1Nc3ccccc3C3C=CCC31)OCO2 (configuration not stated)	17	-2	0	3	1	-3	-8	55	-1.8	-55
CSc1nc(Oc2ccc(Cl)cc2)c2sccc2n1	8	0	-15	3	-2	0	0	16	0.2	-16
COc1ccccc1[C@H]1C(c2cccc(C)c2)=NN(c2ccccc2)[C@@H]1CO	-30	.	9	0	-2	-10	-6	18	-0.5	-18
O=C(CCCc1nc2ccccc2s1)N1CCN(c2ccccc2)CC1	-15	2	-9	0	1	-6	-3	-23	-1.7	23
O=C(O)/C=C/C(=O)Nc1ccc(SC(F)(F)C(F)(F)C(F)(F)F)cc1	-6	0	0	-4	2	-6	9	-16	-2.9	16
CCCCn1c(N)c(N(CCOC)C(=O)COc2ccc(C(C)=O)cc2)c(=O)[nH]c1=O	-22	-1	10	11	-3	1	-5	-16	-0.9	16
CN1C(=O)C(C)(C)c2cc(S(=O)(=O)N3CCCC(C(=O)NCc4ccccc4Cl)C3)ccc21 (configuration not stated)	12	.	-5	-1	.	-3	-3	9	-0.6	-9
Cc1cccc(NC(=O)COC(=O)[C@@H]2CCCN2C(=O)c2cccs2)c1	12	-1	2	0	-4	-4	-11	-16	-0.7	16
CC1(C)Cc2noc(N)c2C(C)(C)N1O	1	4	8	0	-1	-3	.	-37	-0.3	37
Cc1ccc(OCCOC(=O)c2nc3nccc(C)n3n2)cc1	-2	-1	-6	-7	10	-1	9	-15	.	15
CCOc1ccccc1OCCC(=O)OCC(=O)c1ccc[nH]1	18	-1	-8	-4	2	2	6	-23	0.2	23
COc1ccc(Cc2nc(-c3cccs3)no2)cc1OC	12	.	-17	-6	-5	0	26	4	-1.2	-4
Cc1cc(C)n2nc(/C(C#N)=C/c3ccccc3)c(C#N)c2n1	-26	-1	-6	4	-2	-17	25	44	-2.3	-44
CCN(CC)CCNC(=S)Nc1ccc2nc(N3CCN(CC)CC3)cc(C)c2c1	47	34	-17	7	-1	18*	21	-2	1.6	2
CCOc1ccc(C(CC(=O)O)NC(=O)C23CC4CC(CC(C4)C2)C3)cc1 (configuration not stated)	.	-10	-13	0	.	-14	1	-34	-0.9	34
O=C(Nc1nnc(SCCC2OCCO2)s1)C1CC(=O)N(c2ccc(F)cc2)C1 (configuration not stated)	-4	0	-16	0	-1	-14	3	-7	-1.7	7
